Source: PubChem (National Center for Advancing Translational Sciences (NCATS))
MmCpn inh = inhibitors of Methanococcus maripaludis chaperonin (MmCpn) | actives 0.031% (n = 330,000) | AID 504842 | purified Mm-Cpn ATPase, ADP Transcreener TR-FRET | Potency, µM (highest dose often 76.9 µM), for inactives: top-dose activity, negative = inhibition, hits mostly inhibitors; note: potency is the fitted concentration of half-maximal effect; % is set by controls: 0 for no effect and ±100 for the full control effect; nearly all actives have a fitted effect of over 80% in size
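Purified archaeal chaperonin (25 nM final) was preincubated with compound for 10 min at 37°C, then ATP (10 uM final) was added for 30 min at 37°C in Tris pH 7.4/KCl/MgCl2/DTT buffer. ADP was quantified by HTRF Transcreener TR-FRET.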
Abeta rescue = compounds reversing amyloid beta toxicity in yeast | yeast expressing A-beta42, growth rescue, OD600, 48 h; response scale: 0% DMSO, 100% iron-clioquinol control | Potency, µM (top dose mostly 46.1 µM), for inactives: top-dose growth rescue, most hits filed as activators | actives 0.063% (n = 410,000); note: potency is the fitted concentration of half-maximal effect; nearly all actives have a fitted effect of over 55% in size
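Yeast growth medium received pinned compounds, then yeast cells expressing toxic A-beta were added; plates incubated at 30 C for 48 hr. Growth read as absorbance at 600 nm, normalized to DMSO and equimolar FeCl3 plus clioquinol controls.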
PTHR1 agonist = PTHR1 (human) receptor agonism; HEK293 GP2 PTHR1 cells, GloSensor cAMP luminescence, 1 h; Potency, µM (titrated, usually from 115 µM), without a hit: at the top dose activation, actives largely listed as activators; actives 0.075% (n = 410,000); AID 743266; note: potency is the fitted concentration of half-maximal effect; nearly all actives have a fitted effect of over 55% in size; some results filed as inactive show a strong effect at the top dose; inactives centre near -15; many of its hits are not listed in these tables
Target sequence (Q03431 whole entry, looked up): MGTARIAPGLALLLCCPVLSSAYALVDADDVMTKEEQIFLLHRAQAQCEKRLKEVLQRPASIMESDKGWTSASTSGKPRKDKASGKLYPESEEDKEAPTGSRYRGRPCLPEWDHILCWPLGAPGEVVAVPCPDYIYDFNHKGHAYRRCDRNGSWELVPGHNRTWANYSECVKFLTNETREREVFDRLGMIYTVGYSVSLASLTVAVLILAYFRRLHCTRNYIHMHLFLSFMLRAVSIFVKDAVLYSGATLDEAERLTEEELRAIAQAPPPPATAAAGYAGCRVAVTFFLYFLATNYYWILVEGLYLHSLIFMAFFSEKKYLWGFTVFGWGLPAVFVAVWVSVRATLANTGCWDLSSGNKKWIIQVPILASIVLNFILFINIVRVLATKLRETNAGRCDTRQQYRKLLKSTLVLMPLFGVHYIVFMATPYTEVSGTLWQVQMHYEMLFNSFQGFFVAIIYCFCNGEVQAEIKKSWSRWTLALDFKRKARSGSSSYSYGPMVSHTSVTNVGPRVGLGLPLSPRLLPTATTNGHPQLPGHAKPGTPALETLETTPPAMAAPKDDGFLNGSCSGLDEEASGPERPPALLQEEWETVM
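HEK-293-derived GP2 cells expressing PTHR1 and a GloSensor cAMP reporter, 3,000/well, plated overnight, given luciferin plus IBMX (each 0.5 mM as added) for 1 h at 37 °C, then compound for 1 h at 37 °C. Luminescence was read after 15 min at room temperature.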
TDP43 rescue = rescues yeast growth from TDP-43 toxicity; TDP-43 expressing yeast growth rescue, BacTiter-Glo, 24 h; Potency, µM (doses to about 46.1 µM), for the others: at the top dose growth rescue (activation), usual class: activators; actives 1.8% (n = 410,000); note: potency is the fitted concentration of half-maximal effect; % of control where 0% means no effect; nearly all actives have a fitted effect of over 50% in size
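Galactose-induced TDP-43 yeast, OD600=0.02, compound pinned; 24 hr, 30 deg C; BacTiter-Glo luminescence for growth. Inhibitors of TDP-43 toxicity read as activators.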
GLP1R cytotox = cytotoxic in the GLP-1 receptor inverse agonist counter-screen; HEK293 cAMP-luciferase reporter cells, luminescence, 24 h; AID 624418; actives 0.13% (n = 410,000); Potency, µM (doses to about 38.3 µM), for inactives: at the top dose activity change, negative = inhibition, most hits filed as inhibitors;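 note: loss of luciferase light is scored as toxicity; potency is the fitted concentration of half-maximal effect; % is set by controls: 0 for no effect and ±100 for the full control effect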
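Step one: seed cells (200 cells/uL, DMEM with 10% Nu serum, 1% pen-strep). Step two: 12-hour incubation at 37 deg C. Step three: pin 23 nL compound, incubate 24 hr. Step four: add luciferase reagent, read luminescence 12 min later.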
aSyn rescue = rescues yeast growth from alpha-synuclein toxicity. Yeast expressing alpha-synuclein, growth rescue, BacTiter-Glo, 24 h. Potency, µM (titrated, usually from 46.1 µM), inactives show at the top dose growth rescue (activation), actives largely listed as activators. actives 0.14% (n = 370,000); note: potency is the fitted concentration of half-maximal effect; % of control where 0% means no effect; nearly all actives have a fitted effect of over 65% in size
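Screening used galactose-induced yeast with toxic alpha-synuclein levels, exposed to compound for 24 hr at 30 deg C. Cell growth, read with BacTiter-Glo luminescence, gave the measured signal.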
pAkt inh = blocks phosphorylation of Akt; activity change, % for hits at 50 µM; AID 651550; Neuro2A IGF-stimulated pAkt S473 HTRF, 20 min; stronger effect = lower value; actives 0.32% (n = 360,000); in the data active = activity change below about -80%; inconclusive = mostly about -51% to -80%; note: % is set by controls: 0 for no effect and ±100 for the full control effect
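Neuro2A cells (4,500/well, DMEM with 0.5% FBS) were treated with compound at a single 50 µM final concentration, stimulated with 6 nM IGF for 20 min at 37 °C, and lysed. Phospho-Akt Ser473 was read by HTRF as 665/615 ratio ×10^4.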
FUS suppressor = suppressors of FUS proteinopathy in yeast | Potency, µM (highest dose often 76.6 µM), for the others: at the top dose growth rescue (activation), usual class: activators | AID 1347120 | S. cerevisiae FUS-expressing, growth rescue, OD600, 24 h | actives 0.24% (n = 390,000);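 note: potency is the fitted concentration of half-maximal effect; plate controls were DMSO vehicle for no effect and reference control for full effect; nearly all actives have a fitted effect of over 55% in size; some results filed as inactive show a strong effect at the top dose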
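Read-out: OD at 600 nm after 24hr at 30C, reporting rescue of FUS-induced yeast toxicity. Cells at OD 0.005 in galactose (2%) minimal medium; compounds tested in a dilution series; CP55940 titration from 92uM final as control.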
GLP-1R inv ag = GLP-1 receptor (human) inverse agonism. HEK293 GLP-1R CRE-luciferase, luminescence, 24 h; GLP-1R form is constitutively active. Potency, µM (highest dose often 38.3 µM), for the others: at the top dose activity change, negative = inhibition, most hits filed as inhibitors. actives 1.6% (n = 410,000); note: potency is the fitted concentration of half-maximal effect; % is set by controls: 0 for no effect and ±100 for the full control effect; nearly all actives have a fitted effect of over 55% in size
Target sequence (P43220 whole entry, looked up): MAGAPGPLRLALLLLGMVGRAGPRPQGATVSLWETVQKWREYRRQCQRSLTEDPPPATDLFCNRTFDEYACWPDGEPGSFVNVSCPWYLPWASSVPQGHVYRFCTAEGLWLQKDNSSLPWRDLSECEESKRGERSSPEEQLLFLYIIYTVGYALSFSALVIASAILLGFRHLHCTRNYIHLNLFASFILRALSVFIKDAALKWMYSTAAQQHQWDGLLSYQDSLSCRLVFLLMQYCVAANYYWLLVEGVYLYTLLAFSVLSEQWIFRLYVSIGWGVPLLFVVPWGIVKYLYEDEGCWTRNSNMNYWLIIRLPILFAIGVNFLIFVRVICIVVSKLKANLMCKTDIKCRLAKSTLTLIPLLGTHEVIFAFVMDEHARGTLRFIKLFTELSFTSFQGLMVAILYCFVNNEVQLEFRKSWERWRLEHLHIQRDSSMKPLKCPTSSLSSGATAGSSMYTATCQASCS
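Seeding at 200 cells/uL, 12 h culture, 24 hr compound treatment, then luciferase reagent and a luminescence read; cells are HEK293 stably expressing a constitutively active GLP-1R plus cAMP-responsive luciferase.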
The depositor's hits bear a star; i = inactive; u = inconclusive; x = no result given; [ ] = remark or other dose. Unless noted, calls come from the whole dose curve; as a rule, active = well fitted curve in the direction sought with a large enough effect; inconclusive = small, poorly fitted or top-dose-only effect, or another doubt; inactive = no such curve, though single readings can be large; an effect the other way counts as inactive or inconclusive.

SMILES	MmCpn inh	Abeta rescue	PTHR1 agonist	TDP43 rescue	GLP1R cytotox	aSyn rescue	pAkt inh	FUS suppressor	GLP-1R inv ag
CCOc1ccc(-n2nc3c(SCCN4CCCC4)nnc(C)c3c2C)cc1	u	-14%	-6%	2%	u	-4%	i	31%	u
COc1ccc(-c2cc(C(=O)Nc3sc4c(c3C(N)=O)CCC(C)C4)no2)cc1 (stereo unspecified)	x	-7%	i	-1%	9%	x	x	-22%	5%
COc1ccc(NC(=O)c2c(C)oc3ccc(O)c(CN4CCCCCC4)c23)cc1	x	-17%	i	-3%	4%	x	x	-5%	u
CC(C)NC(=O)Cn1cc(C(=O)C2CC2)c2ccccc21	1%	-18%	i	-22%	1%	-4%	i	-18%	5%
CCCCC(CC)CNC(=O)C1CC=CCC1C(=O)O (stereo unspecified)	0%	0%	i	0%	-4%	1%	i	-15%	5%
CCc1nc2c(OCC(N)=O)cccn2c1N(C)C(=O)C(C)C	x	-16%	-1%	2%	-11%	0%	i	-17%	10%
COc1ccc(-c2csc(/N=C/N(C)C)n2)cc1OC	-4%	-7%	i	29%[9.22 µM]	-3%[7.66 µM]	0%	i	11%	51%[activator][7.66 µM]
CCc1ccc(-c2cc(C)no2)cc1S(=O)(=O)NCc1ccccc1OC	-8%	-16%	-28%	17%	1%	10%	i	19%	u
COc1ccccc1/C=C/C(=O)NCC(=O)N/N=C(/C)c1ccco1	-1%	13%	-16%	0%	-6%	3%	i	27%	48%[activator]
Cc1ccnc2nc(C(=O)OCC(=O)N(Cc3ccccc3)C(C)C)nn12	-2%	-15%	i	3%	1%	-7%	i	1%	15%
COc1ccc(N(C(C)C(=O)NN=C2CCCC2)S(C)(=O)=O)cc1 (stereo unspecified)	2%	-4%	i	u	-16%	3%	i	-11%	4%
CCCN(C(=O)c1ccc2c(=O)n3c(nc2c1)CCCCC3)c1cccc(Cl)c1	x	-44%[inhibitor]	-49%[inhibitor]	-3%	-5%	x	x	12%	-12%
Cc1ccc(CS(=O)(=O)CCC(=O)NCCc2ccccc2)cc1	-1%	-13%	-38%[inhibitor]	0%	-10%	-2%	i	28%	u
CC(=O)Nc1ccc(-n2cc3c(c2-c2ccc(C)cc2)c(=O)n(C)c(=O)n3C)cc1	x	-11%	-6%	16%	-7%	x	x	2%	5%
COc1cccc(CNC(C)C(=O)Nc2ccc(S(=O)(=O)N3CCCC3)cc2)c1 (stereo unspecified)	-1%	-5%	0%	4%	6%	0%	i	7%	-21%
O=C(NC(=O)N1CCN(c2ccccc2)CC1)c1ccc(Cl)cc1	-8%	33%	-9%[57.5 µM]	15%	1%	1%	i	14%	0%
CC(=O)c1ccc(-c2cnc3c(NC=O)cc(-c4cnn(C)c4)cn23)cc1	x	-4%	-20%	22%	-11%	-2%	i	23%	-5%
CCOC(=O)c1c(N2C(=O)C3CC(C)=C(C)CC3C2=O)sc(C)c1C (stereo unspecified)	-1%	13%	-5%[57.5 µM]	3%	-4%	23%	i	8%	-15%
CCC(=O)c1ccccc1OCCN1C(=O)NC(C)(C)C1=O	1%	-7%	-6%[57.5 µM]	-25%	-3%	0%	i	5%	34%[activator]
c1ccc2c(CSCCc3ccncc3)cccc2c1	-5%	13%	-4%[57.5 µM]	6%	-16%	-2%	i	-2%	u
C=CCN1C(=S)N[C@@H]2CS(=O)(=O)C[C@@H]21	0%	-11%	i	15%	8%	3%	i	-3%	2%
O=C(/C=C/c1ccccc1)Nc1scc(-c2ccccc2)c1C(=O)O	-12%	-45%[inhibitor]	-43%[inhibitor]	-33%[inhibitor]	-24%	1%	i	-22%	u
Cc1cccc(C(=S)N2CCOCC2)n1	-1%	0%	i	11%	-4%	-4%[1.84 µM]	i	-16%	-3%
COc1ccccc1-c1ccc(SCC(=O)Nc2cc(C)on2)nn1	1%	-6%	-7%	18%	3%	12%	i	6%	7%
COc1cc2c(C(=O)N3CCN(c4ccccc4)CC3)c(C)oc2cc1Br	0%	-7%	-11%[57.5 µM]	5%	1%	18%	i	12%	u
CC(=O)NC1=NC(=O)/C(=C/c2cc(C)n(-c3ccc(NC(C)=O)cc3)c2C)S1	0%	13%	-8%	7%	0%	-3%	i	36%	26%
COc1ccc2cc(CN(CC3CCCO3)S(=O)(=O)c3ccccc3)c(=O)[nH]c2c1 (stereo unspecified)	0%	12%	i	0%	8%	-6%	i	2%	-27%
CCc1cccc2c(=O)c(C(=O)N3CCOCC3)c[nH]c12	0%	17%	i	8%	-7%	3%	i	3%	11%
O=C(NCCCCCCNC(=O)OCCO)OCCO	-2%	7%	i	-14%	-2%	-16%	i	1%	-11%
CCN(CC)C(=O)C1CCN(c2cc(C)nc3c(-c4ccc(OC)c(OC)c4)c(C)nn23)CC1	x	-16%	-4%	5%	-2%	x	x	0%	9%
CN1CCN(c2ccc(CNS(=O)(=O)c3ccccc3)cc2)CC1	-2%	-5%	i	-14%	-20%	0%	i	24%	u
CCOc1ccc(N(CC(=O)Nc2ccc(C)c(C)c2)S(C)(=O)=O)cc1	2%	10%	-12%	8%	-3%	15%	i	16%	-6%
CC(C)(C)c1ccc(NC(=O)CC2(C(F)(F)F)OCCO2)cc1	0%	11%	-18%[57.5 µM]	-19%	-3%	0%	i	-9%	0%
COc1ccc(S(=O)(=O)Nc2c(NC3CCCCC3)c3ccccc3oc2=O)cc1OC	0%	-1%	i	22%	-5%	3%	i	-1%	4%
O=C(NCc1ccccc1)C(c1ccccc1F)N(C(=O)c1csnn1)C1CCCC1 (stereo unspecified)	0%	7%	i	-2%	-1%	4%	i	23%	-15%
Cc1cc(NS(=O)(=O)c2ccc(NC(=O)CSc3nnc(-c4ccco4)n3C)cc2)nc(C)n1	1%	-7%	-24%	4%	2%	-2%	i	-8%	16%
Cc1cc(C)n(C2CC(=O)N(c3cccc(Cl)c3)C2=O)n1 (stereo unspecified)	2%	-9%	i	u	-9%	8%	i	-5%	19%
O=C1C=C(NCC2CCCO2)C2(CCCCC2)O1 (stereo unspecified)	0%	-4%	i	-9%	1%	-8%	i	6%	0%
COc1ccc(-c2cc(-c3ccc4c(c3)NC(=O)CO4)nc3c2COc2ccc(F)cc2-3)cc1	x	-13%	i	5%	1%	x	x	14%	-3%
CCOc1ccc(-n2c(CC)nc3c(cnn3-c3ccc(Cl)cc3)c2=O)cc1	x	-7%	-16%	4%	7%	x	x	0%	19%
CC(C)OC(=O)Cn1nc(C(c2ccccc2)c2ccccc2)oc1=O	-1%	-9%	-9%	u	5%	u	i	19%	u
O=C1c2ccc(-c3ccc4c(c3)C(=O)N(CCCO)C4=O)cc2C(=O)N1CCCO	1%	-11%	-19%	5%	4%	-1%	i	-27%	9%
OCCNCc1cccc(Br)c1	0%	-13%	-9%	-11%	-1%	3%	i	-3%	13%
O=C(Nc1ccc2c(c1)OCCO2)NC1CCCCC1	-3%	u	-11%[57.5 µM]	9%	-6%	1%	i	22%	u
c1ccc(CNc2nc3c(-c4ccccc4)nnn3c3ccccc23)cc1	x	-9%	i	28%	-17%	x	x	-15%	-63%
Cc1cccc(OCC(=O)NNC(=O)Cn2c(=O)cnc3ccccc32)c1	0%	10%	-23%	12%	-1%	1%	i	-2%	1%
Nc1n[nH]c2c1C1(CCCCC1)Cc1ccccc1-2	2%	28%	-6%[57.5 µM]	21%	-15%	8%	i	39%	0%
O=C(Cc1ccc([N+](=O)[O-])cc1)N1N=C2CCCCC2C1(O)C(F)(F)F (stereo unspecified)	0%	-10%	-14%	26%	14%	1%	i	9%	-24%
COc1cccc(CNC(=O)CNC(=O)c2cccs2)c1	-3%	1%	i	20%	-1%	-1%	x	-10%	16%
N#Cc1cccc(NC(=O)CC2CCCC2)c1	-1%	9%	i	19%	0%	3%	i	5%	2%
COC(=O)[C@H](CC(C)C)NC(=O)Cn1cnc2c(OCc3ccccc3)ncnc21	0%	0%	-38%[inhibitor]	24%	10%	3%	i	8%	-3%
COc1ccc(-c2csc(C(NC(C)=O)c3cccc(F)c3)n2)cc1 (stereo unspecified)	x	9%	i	u	-3%	3%	i	-13%	-17%
Cc1nc2ccc(Br)cc2c2c1CC(CBr)O2 (stereo unspecified)	-5%	-9%	u	-5%	-1%	-5%	i	24%	u
CCOC(=O)C(C)Sc1nc(C2CC2)cc(C(F)(F)F)c1C#N (stereo unspecified)	-2%	8%	-61%[inhibitor][57.5 µM]	16%	-2%	-8%	i	-2%	u
O=C(CCN=C1NS(=O)(=O)c2ccccc21)OCc1nnc(-c2ccccc2)o1	2%	13%	i	13%	4%	1%	i	17%	14%
COc1ccc(NC(=O)COC(=O)C23CC4CC(CC(Cl)(C4)C2)C3)c(OC)c1	0%	10%	-12%	5%	-11%	-8%	i	9%	-13%
COc1ccccc1NC(=O)c1c(N=Cc2cccc([N+](=O)[O-])c2)cnn1C	1%	-3%	-30%[inhibitor]	-6%	-20%	-4%	i	2%	3%
O=C(CCCN1C(=O)/C(=C/c2ccccc2Cl)SC1=S)N1CCOCC1	-1%	-2%	-9%	0%	7%	0%	i	8%	-7%

The list is partial; rates above refer to the full screens.
